Screening data from PubChem BioAssay.
ABHD5-PLIN5 inh – ABHD5-PLIN5 protein interaction inhibition; inhibition, % at 4 µM; Q00G26+Q8WTS1; hit rate 0.78% among 360,000; AID 602281; Split G. princeps luciferase complementation, luminescence, 4 h;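 active means inhibition above the mean inhibition across every tested compound plus 3 SD, cut at about 22% in these data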;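 further: 0% = DMSO only wells and the 100% control is not disclosed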
NOD2-RIPK2 inh – blocks binding of human NOD2 to RIPK2; inhibition, % at 4.98 µM; AID 624267; hit rate 0.38% among 360,000; O43353; CHO BLA complementation NOD2-RIPK2, CCF4 ratio; in the data active means inhibition above about 21%;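 further: 0% = vehicle only and 100% = reference blocker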
Target sequence (O43353 whole entry, looked up): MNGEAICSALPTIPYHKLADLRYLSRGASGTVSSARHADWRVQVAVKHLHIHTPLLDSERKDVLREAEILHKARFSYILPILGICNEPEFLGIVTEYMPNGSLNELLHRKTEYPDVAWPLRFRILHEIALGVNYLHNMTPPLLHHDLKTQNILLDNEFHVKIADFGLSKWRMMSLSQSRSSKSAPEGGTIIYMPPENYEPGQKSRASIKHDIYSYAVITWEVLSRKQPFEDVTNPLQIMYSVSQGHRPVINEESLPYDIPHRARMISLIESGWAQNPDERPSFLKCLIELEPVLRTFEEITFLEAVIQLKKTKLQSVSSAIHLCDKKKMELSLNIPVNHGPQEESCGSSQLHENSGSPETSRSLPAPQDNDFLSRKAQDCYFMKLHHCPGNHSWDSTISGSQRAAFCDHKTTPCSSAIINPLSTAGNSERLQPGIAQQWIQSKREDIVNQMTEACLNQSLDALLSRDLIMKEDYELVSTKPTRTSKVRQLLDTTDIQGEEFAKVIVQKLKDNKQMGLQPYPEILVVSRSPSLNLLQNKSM
ABCB6 inh MLPCN – human ABCB6 transporter inhibition | fluorescence ratio to DMSO, % at 10 µM | AID 602162 | hit rate 0.19% among 360,000 | K562-ABCB6 porphyrin accumulation, flow cytometry, 1 h; stronger effect = lower value;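 active means fluorescence ratio to DMSO below 75%, the collection mean minus 3 SD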;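 further: signal is porphyrin accumulated inside mitochondria; 100% equals median channel fluorescence of DMSO control wells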
Vif inh – inhibitors of HIV Vif; inhibition, % at 7.49 µM; HEK293T cells, Vif self-association by quenched fluorescence, imaging, 24 h; hit rate 0.35% among 340,000; in the data active means inhibition above about 50%, passing the limit was not always enough; further: some results filed as inactive read as strong as hits
MC4R antagonist – antagonists of human melanocortin 4 receptor (MC4R). P32245. MC4R-expressing cells, MTII-stimulated cAMP, LANCE TR-FRET. inhibition, % at 6.5 µM. hit rate 0.48% among 360,000;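 active means inhibition above its plate's cutoff, the mean of tested wells on that plate plus 3 SD, cut at about 29% in these data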;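 further: 0% = Melanotan II alone and 100% = Melanotan II plus saturating MCL0020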
Target sequence (P32245 whole entry, looked up): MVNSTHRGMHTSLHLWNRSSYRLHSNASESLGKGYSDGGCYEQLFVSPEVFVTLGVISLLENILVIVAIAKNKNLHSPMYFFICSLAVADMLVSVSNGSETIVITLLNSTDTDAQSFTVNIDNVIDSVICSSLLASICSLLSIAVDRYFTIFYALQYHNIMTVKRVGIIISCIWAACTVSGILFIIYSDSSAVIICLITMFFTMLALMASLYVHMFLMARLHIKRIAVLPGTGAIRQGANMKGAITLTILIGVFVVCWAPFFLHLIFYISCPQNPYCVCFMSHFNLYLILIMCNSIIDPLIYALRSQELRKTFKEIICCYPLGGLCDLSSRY
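system = U2OS cells with stable human MC4R expression | also added = Melanotan II challenge after compound preincubation | dosing = one concentration, 6.5 µM nominal | incubation = compound 30 min, challenge 1 h, detection 1 h | measured by = TR-FRET with Eu-cAMP and labeled anti-cAMP, 671 nm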
MC4R barr agon – activates human MC4R beta-arrestin recruitment; P32245; activation, % at 8.9 µM; hit rate 0.98% among 360,000; U2OS MC4R beta-arrestin complementation, luminescence; percent of melanotan II response, DMSO zero;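 active means activation above a per-plate cutoff, the mean activation of sample wells on that plate plus 3 SD, cut at about 8% in these data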
aDG glyco act – alpha-DG glycosylation activation; Pro5-aDG cells, alpha-DG glycosylation AlphaScreen (IIH6); 0% Pro5, 100% B10-LARGE cell signal; activation, % at 10 µM; hit rate 0.22% among 360,000;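 active means activation of at least 8% versus controls, or a plate z-score of at least 8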;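 further: Pro5 are CHO cells carrying HIG-tagged alpha-DG that lacks glycosylation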
Glyco luc inh – blocks N-linked glycosylation in D54 reporter cells; D54 ERlucT glycosylation luciferase reporter, 24 h; percent of 100 nM tunicamycin response; reporter increase, % at 12.5 µM; hit rate 0.23% among 360,000;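 active means mean luciferase reporter signal, scaled so untreated is 0 and the glycosylation-blocking control 100, at or above a set limit in every replicate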;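 further: luciferase carries N-glycosylation sites so blocking glycosylation raises the light; 0% = median of neutral control wells and 100% = median of 100 nM tunicamycin wells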
TLR9-MyD88 inh – TLR9-MyD88 interaction inhibition. Q9NR96+Q99836. CHO BLA complementation TLR9-MyD88, CCF4 FRET ratio. inhibition, % at 4.98 µM. hit rate 0.21% among 340,000. AID 504734;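 active means inhibition above the mean over all tested compounds plus 3 SD, cut at about 21% in these data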;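 further: 0% = DMSO only wells and 100% = clavulanate BLA inhibitor control wells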
Granule exo inh – blocks lytic granule exocytosis. TALL-104 LAMP-1 surface exposure, flow cytometry; cells stimulated with thapsigargin and PMA. AID 651702. hit rate 0.66% among 360,000. inhibition, % at 10 µM;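 active means inhibition above about 55%, limit read from the data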
Numbers without * were called inactive; x = no result given. An excerpt (hit frequency here may not be typical).

SMILES | ABHD5-PLIN5 inh | NOD2-RIPK2 inh | ABCB6 inh MLPCN | Vif inh | MC4R antagonist | MC4R barr agon | aDG glyco act | Glyco luc inh | TLR9-MyD88 inh | Granule exo inh
Cc1cc(/C=C2\C(=N)N3N=C(CC(=O)N4CCOCC4)SC3=NC2=O)c(C)n1-c1ccccc1 | -1 | -1 | 96 | -9 | 0 | -1.2 | -0.1 | 5 | 8 | 6
COc1ccc(NC(=O)CNC(=O)Cc2ccccc2)cc1 | -6 | -9 | 97 | 20 | 1 | -0.9 | -0.1 | 0 | -4 | -1
O=C(N/N=C/c1cc(Cl)c(O)c(Cl)c1)c1cc2c(ccc3ccccc32)o1 | -7 | 4 | 96 | -1 | 7 | 0.4 | -0.2 | 0 | 10 | 10
COc1ccc(Cl)cc1NC(=O)Cn1c(=O)oc2ccccc21 | 11 | -1 | 209 | 5 | -3 | 0.7 | 0.0 | 1 | -14 | -9
CCN(C(=O)c1ccc2c(SCC(=O)O)c3c(nc2c1)CCC3)c1cc(Cl)ccc1OC | 5 | 2 | 98 | -4 | 9 | -1.9 | 0.0 | 3 | 4 | -4
CCN1C(=O)C(O)(C2COC(C)(C)CC2=O)c2ccccc21 (stereo not given) | -1 | -1 | 106 | 22 | 12 | -1.0 | 0.4 | -9 | 0 | 1
COc1ccc(Cl)cc1NC(=O)C[n+]1ccccc1 | 3 | 2 | 102 | 2 | -1 | -0.6 | -0.1 | 2 | 13 | 1
O=C(NC1CCCCCC1)c1cc(S(=O)(=O)N2CCCCC2)ccc1N1CCOCC1 | -4 | -8 | 102 | -3 | 13 | -1.7 | -0.3 | 0 | 10 | 0
Cc1ccc(NC2CCCN(C(=O)c3ccc(-n4ccnc4)cc3)C2)cc1C (stereo not given) | -4 | -1 | 97 | -1 | 2 | -2.2 | 0.0 | 1 | 9 | 4
COc1nc(N(C)C)nc(N(C#N)S(=O)(=O)c2ccc(C)cc2)n1 | -1 | 1 | 95 | 5 | -3 | -0.8 | -0.2 | 2 | 3 | -3
O=C(Nc1ccc(-n2nncc2-c2ccco2)cc1)c1cc2ccccc2oc1=O | 4 | 11 | 93 | 11 | 4 | -0.4 | -0.6 | -2 | 1 | -3
O=C(CN1CCCCC1)NCC1(c2ccccc2)CCCC1 | 1 | -7 | 101 | 30 | 24 | 1.1 | -0.2 | -4 | -4 | -15

Copied from above (6 entries):
SMILES | ABHD5-PLIN5 inh | NOD2-RIPK2 inh | ABCB6 inh MLPCN | Vif inh | MC4R antagonist | MC4R barr agon | aDG glyco act | Glyco luc inh | TLR9-MyD88 inh | Granule exo inh
Cc1cc(/C=C2\C(=N)N3N=C(CC(=O)N4CCOCC4)SC3=NC2=O)c(C)n1-c1ccccc1 | -1 | -1 | 96 | -9 | 0 | -1.2 | -0.1 | 5 | 8 | 6
COc1ccc(NC(=O)CNC(=O)Cc2ccccc2)cc1 | -6 | -9 | 97 | 20 | 1 | -0.9 | -0.1 | 0 | -4 | -1
O=C(N/N=C/c1cc(Cl)c(O)c(Cl)c1)c1cc2c(ccc3ccccc32)o1 | -7 | 4 | 96 | -1 | 7 | 0.4 | -0.2 | 0 | 10 | 10
COc1ccc(Cl)cc1NC(=O)Cn1c(=O)oc2ccccc21 | 11 | -1 | 209 | 5 | -3 | 0.7 | 0.0 | 1 | -14 | -9
CCN(C(=O)c1ccc2c(SCC(=O)O)c3c(nc2c1)CCC3)c1cc(Cl)ccc1OC | 5 | 2 | 98 | -4 | 9 | -1.9 | 0.0 | 3 | 4 | -4
CCN1C(=O)C(O)(C2COC(C)(C)CC2=O)c2ccccc21 (stereo not given) | -1 | -1 | 106 | 22 | 12 | -1.0 | 0.4 | -9 | 0 | 1

Continuation:
SMILES | ABHD5-PLIN5 inh | NOD2-RIPK2 inh | ABCB6 inh MLPCN | Vif inh | MC4R antagonist | MC4R barr agon | aDG glyco act | Glyco luc inh | TLR9-MyD88 inh | Granule exo inh
Cc1ccn2c(=O)nc(SCC(=O)Nc3ccc4c(c3)OCO4)nc2c1 | 0 | -11 | 98 | 3 | 1 | -0.8 | -0.1 | 1 | -4 | -1
CC(C)CNC(=O)NC(=O)COC(=O)c1cc(F)cc(F)c1 | -3 | -15 | 99 | -5 | 6 | -2.3 | -0.2 | 2 | 2 | 1
COc1ccc(O)c(CN2CCCC(N3CCN(c4ccc(F)cc4)CC3)C2)c1 (stereo not given) | -8 | -4 | 96 | 6 | 13 | -0.1 | 0.1 | 1 | -8 | 29
CCN(CC)S(=O)(=O)c1cc(NC(=S)NC(=O)C2CCCC2)ccc1C | -1 | -4 | 92 | -32 | -6 | 1.1 | 0.7 | -4 | -9 | -1
O=C(CCl)Nc1ccc(Sc2ccc(NC(=O)CCl)cc2)cc1 | 28* | 6 | 99 | 32 | 10 | -0.7 | -0.2 | 41* | 6 | -2
CC(C)C(NC(=O)c1ccco1)C(=O)NCc1ccc(C(=O)O)cc1 (stereo not given) | -1 | -8 | 97 | 11 | 8 | 0.3 | 0.0 | 2 | 7 | -6
CCn1c(=O)c2cc(C(=O)N3CCN(C)CC3)sc2c2ccccc21 | -5 | 2 | 102 | 6 | -17 | -0.4 | 0.0 | -1 | -7 | 8
O=C(Nc1ccc(Oc2ncnc3cc(Cl)ccc23)nc1)c1cccs1 | -5 | 8 | 95 | 6 | -1 | -0.2 | -0.1 | -8 | -2 | -9
Nc1ccccc1C(=O)NNc1c2ccccc2nc2ccccc12 | 6 | -11 | 91 | 1 | -13 | -1.3 | -0.3 | 0 | -1 | 30
CNC(=O)c1nc(C)c(C2(C)CC(c3cccc([N+](=O)[O-])c3)=NO2)s1 (stereo not given) | -1 | 4 | 97 | x | 8 | -1.2 | -0.5 | 2 | 2 | -4
CCN(C(=O)CSc1n[nH]c(-c2cc(Cl)ccc2OC)n1)C1CCS(=O)(=O)C1 (stereo not given) | 0 | 0 | 103 | 12 | 5 | -1.2 | -0.3 | 2 | -11 | 0
Cc1cccc(NC(=O)/C(C#N)=C/c2ccc(F)cc2)n1 | -1 | -1 | 95 | -8 | 0 | -0.8 | -0.2 | 2 | 5 | 14
O=C(Nc1ccc(Nc2ccccc2)cc1)C1CC1 | 5 | -5 | 97 | 2 | -5 | -2.1 | 0.1 | -1 | -2 | -2
Cc1ccc(S(=O)(=O)Nc2cc(C)c(O)cc2C)cc1 | -2 | 0 | 99 | -1 | 10 | -0.3 | 0.1 | 0 | x | 3
CCOC(=O)CSc1nc(C(C)C)nc2sc(C)c(C)c12 | -1 | 2 | 92 | 16 | -8 | 0.1 | -0.2 | 2 | -2 | -1
Cc1ccc(-n2nc3c(c2NC(=O)/C=C\c2ccc4c(c2)OCO4)CSC3)c(C)c1 | 2 | -9 | 102 | 16 | 5 | -1.3 | -0.3 | -3 | 2 | 4
CC(=O)N1CCN(C(=O)CCN(c2ccccc2)S(=O)(=O)c2ccc(C)cc2)CC1 | -1 | -7 | 95 | 3 | 11 | -1.4 | 0.0 | 0 | 4 | 0
O=C(CNC(=O)c1ccccc1F)Nc1ccc2c(c1)CCC2 | -7 | -3 | 84 | 8 | 0 | -1.2 | -0.1 | -3 | -11 | -4
CC(=O)Oc1ccc(NC(=O)Cc2ccccc2)cc1 | -1 | 5 | 100 | -3 | 1 | -1.1 | 0.1 | 1 | 3 | 4
Oc1[nH]c2ccccc2c1C1=NCCCC1 | 0 | 0 | 93 | 2 | 0 | -0.4 | -0.2 | -2 | 6 | 1
O=C(Cn1nc(C(=O)O)c2ccccc2c1=O)Nc1cc(S(=O)(=O)N2CCOCC2)ccc1Cl | -12 | 9 | 102 | 8 | 13 | 1.4 | -0.3 | 0 | -10 | 0
Nc1nc2ccccc2n1/N=C/c1cccnc1 | 7 | -8 | 93 | 2 | 9 | -1.2 | 0.5 | 1 | 8 | 1
Cc1ccc(/C=C/C(=O)Nc2nnc(SCc3ccc(C#N)cc3)s2)o1 | 1 | 5 | 94 | -5 | 9 | 51* | 0.0 | 1 | -13 | -8
COCCNC(=O)Nc1ccc2nc(-c3cccs3)c(-c3cccs3)nc2c1 | 9 | 4 | 97 | -7 | 11 | -0.2 | -0.9 | -2 | 4 | 49
CC(=O)N1CCN(S(=O)(=O)c2cccc(C(=O)N3CCN(S(=O)(=O)c4c(C)c(C)cc(C)c4C)CC3)c2)CC1 | 6 | -15 | 147 | x | 6 | -0.6 | 0.0 | 0 | -6 | -13
Cn1cccc1/C=N/N1CCN(Cc2ccccc2)CC1 | -5 | 1 | 94 | -8 | -1 | 1.0 | -0.2 | 1 | 5 | -2
Cc1cc(Cn2ccnc2)c(C)cc1Cn1ccnc1 | 3 | 1 | 97 | -4 | 2 | 1.6 | 0.0 | -2 | 2 | -2
Cc1ccc(-c2ccc(/C=C(\C#N)C(N)=S)o2)c([N+](=O)[O-])c1 | -7 | 8 | 103 | -1 | 2 | 3.8 | 0.1 | 0 | 0 | 4
COC(=O)c1ccc(NC(=O)CSc2nnc(-c3ccncc3)n2C)cc1 | 0 | -10 | 92 | 14 | 1 | -0.6 | 0.1 | 2 | 7 | -2
CC(Sc1nnc(C2CC2)n1C1CC1)C(=O)N(C)Cc1cccc(F)c1 (stereo not given) | -11 | 2 | 97 | 2 | 18 | 0.6 | 0.4 | 1 | 9 | 1
Cc1cccc(C(=O)NCCCNC(=O)c2ccco2)c1 | 0 | -10 | 102 | 26 | 2 | -1.1 | -0.2 | -1 | 4 | 9
Nc1ncc(Br)cc1Br | 11 | 0 | 105 | 6 | -4 | 1.7 | -0.1 | -2 | -1 | -4
CN(C)c1ccc(/C=C(\C#N)c2ccccn2)cc1 | 0 | 6 | 95 | 1 | 16 | -0.7 | -0.3 | -19 | 7 | 0
O=C(NCCN1CCCCC1)Nc1cccc(F)c1 | 3 | -7 | 94 | 17 | 5 | -0.5 | 0.8 | 1 | -7 | 4
CCOC(=O)c1sc(C)c2c1NC(c1ccc(N(C)C)cc1)NC2=O (stereo not given) | 1 | -9 | 100 | 27 | 9 | -0.1 | 1.2 | 1 | -6 | -1
Cc1ccc2nc(SCC(=O)Nc3cccnc3Cl)[nH]c2c1 | -4 | -1 | 95 | -3 | 1 | 0.2 | 0.2 | 0 | -3 | 1
CN(C)S(=O)(=O)NCCNc1ccc(C(F)(F)F)cc1[N+](=O)[O-] | 2 | 4 | 99 | 21 | -1 | 0.3 | -0.3 | 2 | 6 | -3
COc1ccc(-c2cc(C(=O)Nc3c(C)nn(Cc4ccccc4)c3C)no2)cc1 | 0 | 1 | 51* | 18 | 0 | 7.2 | 0.8 | -3 | -1 | -3
COc1ccc(NC(=O)CNc2ccccc2C(C)=O)cc1S(=O)(=O)N1CCOCC1 | -8 | 0 | 98 | -2 | 24 | -2.5 | 0.0 | 1 | 8 | -1
Cc1cc(N2CCN(C)CC2)n2cc(-c3ccc(F)cc3)nc2n1 | -4 | -1 | 99 | -6 | -1 | -1.5 | 0.0 | 2 | 4 | 2
O=C(O)c1ccccc1-c1ccccc1C(=O)Nc1cccc(Br)c1 | -3 | 0 | 102 | -3 | 13 | -1.8 | -0.1 | 0 | -1 | -2
CCN(CC)c1ccc(NC(=O)COC(=O)CCC(=O)c2ccc(F)cc2)cc1 | 0 | -1 | 95 | -10 | 0 | -0.9 | 0.6 | 2 | -3 | 3
COc1ccc(CCNC(=O)C2CCCN(S(C)(=O)=O)C2)cc1OC (stereo not given) | 5 | -11 | 95 | -2 | -5 | 0.5 | 0.0 | 1 | -1 | -6
